# Bioassay records (PubChem)
# WRN helicase inh: blocks human WRN helicase; Q14191; WRN helicase unwinding, fluorescent forked duplex, kinetic; Potency, µM (titrated, usually from 114 µM), for inactives: top-dose activity change, negative = inhibition, usual class: inhibitors; 0.46% of 360,000 active; AID 651768; also: potency is read from the fitted curve at half-maximal effect; % is scaled to controls: 0 for no effect and ±100 for the full control effect; nearly all actives have a fitted effect of over 55% in size
#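 WRN at 20 nM final was preincubated with compound for 15 min at room temperature; reaction started with 100 nM forked duplex oligonucleotide carrying fluorophore and quencher plus 2 mM ATP (final). Unwinding followed kinetically by red fluorescence (ex 525/em 598 nm).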
# PI5P4Ka inh: inhibitors of human PI5P4K alpha; P48426; PI5P4Kalpha enzyme, ADP-Glo luminescence, 60 min; hits give low values; max response, %; 1.2% of 330,000 active; AID 652105; active = max response of -50% or lower; inconclusive = between -30% and -50%; inactive = -30% or higher; also: value at the top dose of about 77 µM; % is scaled to controls: 0 for no effect and ±100 for the full control effect
#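 qHTS, 1536-well: enzyme/substrate mix, compound by pin tool, 5 microM ATP final; RT 60 min; ADP-Glo reagents 1 (45 min) then 2 (30 min); luminescence.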
# IL-2 act: activators of IL-2; AID 652025; 0.065% of 360,000 active; activation, % (series mostly up to about 46 µM); IL-2 activation reporter assay, cell-based qHTS; stimulated with anti-CD3/CD4/CD28 beads; in transgenic mouse T cells; in the data active = activation above about 50%; inconclusive = mostly about 30% to 49%; also: 0% is about no effect
#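 EGFP and DsRed fluorescence is measured by plate cytometry in unstimulated transgenic mouse T cells exposed to compound for 60 minutes, then stimulated 18 hours at 37 degrees C with anti-CD3/anti-CD4 beads plus anti-CD28.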
# PLK1 PBD inh: blocks phosphopeptide binding to human PLK1 polo-box domain; 2.8% of 360,000 active; P53350; Plk1 PBD binding of FITC phosphopeptide, fluorescence polarization; Potency, µM, for the others: max response, negative = inhibition, usual class: inhibitors; also: potency is read from the fitted curve at half-maximal effect; series mostly up to about 57 µM; % is scaled to controls: 0 for no effect and ±100 for the full control effect; nearly all actives have a fitted effect of over 65% in size
# EPAC1 agonist: activates human EPAC1 exchange factor; Potency, µM (titrated, usually from 154 µM), without a hit: at the highest dose activation, most hits filed as activators; 0.073% of 360,000 active; EPAC1 agonist qHTS, biochemical assay; response scale: 100% = response to 6.5 mM cAMP; also: potency is read from the fitted curve at half-maximal effect; nearly all actives have a fitted effect of over 60% in size
# Target sequence (O95398 whole entry, looked up): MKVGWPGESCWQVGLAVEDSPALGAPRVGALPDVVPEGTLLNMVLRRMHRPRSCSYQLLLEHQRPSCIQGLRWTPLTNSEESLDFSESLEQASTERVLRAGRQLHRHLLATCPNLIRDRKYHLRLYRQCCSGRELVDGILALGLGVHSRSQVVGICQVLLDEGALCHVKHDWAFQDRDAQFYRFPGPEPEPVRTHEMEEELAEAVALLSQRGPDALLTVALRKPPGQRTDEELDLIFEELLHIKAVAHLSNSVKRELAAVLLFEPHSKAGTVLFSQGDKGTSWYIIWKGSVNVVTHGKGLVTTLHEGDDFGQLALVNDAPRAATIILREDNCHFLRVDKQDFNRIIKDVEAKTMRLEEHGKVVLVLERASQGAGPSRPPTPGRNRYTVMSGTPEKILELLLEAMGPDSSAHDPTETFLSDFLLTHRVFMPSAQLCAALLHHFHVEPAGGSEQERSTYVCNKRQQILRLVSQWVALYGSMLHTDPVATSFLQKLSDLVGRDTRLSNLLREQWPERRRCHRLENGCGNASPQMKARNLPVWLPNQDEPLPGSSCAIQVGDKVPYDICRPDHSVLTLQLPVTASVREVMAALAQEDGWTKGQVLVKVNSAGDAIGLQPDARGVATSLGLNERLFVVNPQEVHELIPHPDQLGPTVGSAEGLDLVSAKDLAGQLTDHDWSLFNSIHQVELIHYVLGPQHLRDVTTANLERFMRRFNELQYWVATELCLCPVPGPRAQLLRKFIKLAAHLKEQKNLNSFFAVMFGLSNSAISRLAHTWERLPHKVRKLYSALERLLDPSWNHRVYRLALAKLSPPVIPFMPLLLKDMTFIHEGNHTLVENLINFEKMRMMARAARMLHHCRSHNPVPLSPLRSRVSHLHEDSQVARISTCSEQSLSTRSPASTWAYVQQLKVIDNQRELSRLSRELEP
#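 Compounds were pinned as a concentration titration into mixtures of EPAC1 (100 nM), BODIPY-GDP-loaded Rap1B (250 nM) and GDP (50 uM). After 5 min at room temperature, fluorescence was followed for 30 min; activity was scaled to 6.5 mM cAMP.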
# Abeta yeast res: A-beta toxicity reversal in yeast. yeast expressing A-beta42, growth rescue, OD600, 48 h; response scale: 0% DMSO, 100% iron-clioquinol control. Potency, µM (titrated, usually from 46.1 µM), without a hit: at the highest dose growth rescue, usual class: activators. 0.063% of 410,000 active. AID 1347071; also: potency is read from the fitted curve at half-maximal effect; nearly all actives have a fitted effect of over 55% in size
#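 Yeast growth medium received pinned compounds, then yeast cells expressing toxic A-beta were added; plates incubated at 30 C for 48 hr. Growth read as absorbance at 600 nm, normalized to DMSO and equimolar FeCl3 plus clioquinol controls.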
# FUS yeast rescue: suppressors of FUS proteinopathy in yeast | S. cerevisiae FUS-expressing, growth rescue, OD600, 24 h | Potency, µM (doses to about 76.6 µM), inactives show at the highest dose growth rescue (activation), hits mostly activators | 0.24% of 390,000 active | AID 1347120;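 also: potency is read from the fitted curve at half-maximal effect; plate controls were DMSO vehicle for no effect and reference control for full effect; nearly all actives have a fitted effect of over 55% in size; some results filed as inactive show a strong effect at the top dose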
#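 Steps: raffinose overnight preculture; dilution to OD 0.005 in 2% galactose minimal medium; compound addition (concentration series); 24hr at 30C, 99% humidity; absorbance read at 600 nm.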
# EPAC1 antag: blocks human EPAC1 exchange factor. 0.14% of 360,000 active. AID 720709. Potency, µM (highest dose often 115 µM), for the others: at the highest dose activity change, negative = inhibition, hits mostly inhibitors. EPAC1 GEF assay, Rap1b-BODIPY-GDP exchange fluorescence;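 also: potency is read from the fitted curve at half-maximal effect; plate controls were vehicle for no effect and positive control for full effect; nearly all actives have a fitted effect of over 50% in size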
# Starred values were filed as active, the others as inactive; ? = inconclusive; / = not tested or not shown; [ ] = remark or other dose. Unless noted, calls follow the shape of the dose curve; as a rule, active = well fitted curve in the direction sought with a large enough effect; inconclusive = small, poorly fitted or top-dose-only effect, or another doubt; inactive = no such curve, though single readings can be large; an effect the other way counts as inactive or inconclusive.
SMILES,WRN helicase inh,PI5P4Ka inh,IL-2 act,PLK1 PBD inh,EPAC1 agonist,Abeta yeast res,FUS yeast rescue,EPAC1 antag
Cc1ccc(N=C(N)N=C(N)N)cc1,2%,0,0.3,-4%,12%,-11%,-18%,-11%
CCOC(=O)c1c(C)n(C)c2ccc(OC)c(NC(=O)CN3CCCCC3)c12,-31%,5,0.8,-15%,-3%,-4%,15%,-8%
CCCCC(=O)Nc1ccc(NC(=O)c2ccc(C)c([N+](=O)[O-])c2)cc1OC,-5%,3,-2.0,-4%,-16%,5%,/,-8%
Cc1ccc(S(=O)(=O)N/N=C/c2ccc(O)cc2O)cc1[N+](=O)[O-],-20%,0,2.1,?,9%,20%,21%,-6%
C[C@H](O)[C@@H]1CN2CCc3c([nH]c4ccccc34)[C@@H]2C[C@@H]1N(C)Cc1cc(Cl)cc(Cl)c1,1%,-1,-3.0,0%,4%,-5%,7%,6%
CCOC(=O)N1CCC(NC(=O)CCc2c(C)nc3c(c(C)nn3-c3ccccc3)c2C)CC1,-1%,0,-1.1,?,-8%,-11%,-9%,-6%
CCOc1ccc(OCCC(=O)OCC(=O)Nc2cc(S(=O)(=O)N3CCOCC3)ccc2C)cc1,-11%,6,-1.1,-4%,-7%,-1%,8%,0%
Cn1c(=O)c(C(=O)NCc2ccccc2Cl)c(O)c2ccccc21,10%,-4,-3.3,-20%,4%,-2%,-19%,0%
COCc1ccc(C(=O)N(C)C2CCCN(Cc3ccccc3F)C2)o1 (stereo unspecified),3%,-1,-0.2,2%,-16%,5%,3%,3%
O=C(c1cccc(Br)c1)N1CCN(S(=O)(=O)N2CCCCC2)CC1,-4%,-3,-1.3,-21%,-2%,2%,31%,9%
CCOC(=O)C1(C(=O)OCC)C(C)CC(=O)N1c1ccccc1OC (stereo unspecified),4%,-6,-1.8,3%,-5%,11%,-13%,5%
O=C(Nc1ccccc1N1CCOCC1)c1cc(F)cc(F)c1,-3%[57.1 µM],7,-2.2,1%,10%,-45%[inhibitor],0%,-18%
Cn1ncc2c(Nc3cccc(C(=O)O)c3)ncnc21,-18%,/,-1.5,-1%,11%,5%,21%,-4%
CCCCc1ccc(N2C(=O)[C@@H]3C(CC(N)=O)NC4(C(=O)Nc5ccc(F)cc54)[C@@H]3C2=O)cc1 (stereo partly specified),-9%,/,-0.6,-13%,4%,19%,?,-12%
Cc1sc2nc(CSc3cccc(C(F)(F)F)c3)[nH]c(=O)c2c1C,-18%[57.1 µM],0,-0.4,-1%,-1%,22%,-10%,-17%
O=C(CCCNC(=O)c1ccc(Cl)cc1)Nc1ccccc1C(F)(F)F,4%,-2,1.2,1%,-9%,2%,-35%,-3%
CCOc1cc(/C=N/NC(=O)C2CC2)ccc1OC(C)C,-1%,0,-2.4,-7%,6%,-2%,-15%,-14%
CC(C)C(=O)N(Nc1nc2ccccc2s1)C(=O)C(C)C,6%,-4,0.0,-13%,-2%,14%,29%,-26%
COc1ccc(F)cc1Cn1nc(C(=O)O)c2ccccc2c1=O,-34%,-7,-0.1,-2%,5%,-13%,-6%,-18%
Cc1ccc(SCCC(=O)OCC(=O)Nc2ncc(Cl)cc2Cl)cc1,-22%,/,2.8,-18%,9%,19%,27%,1%
Cc1ccc(C(=O)N(CCCN(C)C)c2nc3ccc(Cl)cc3s2)cc1C,-8%,0,1.7,1%,-4%,2%,16%,?
CSC1=NCCN1C(=O)c1ccc(S(=O)(=O)N2CCCCC2)cc1,-2%,4,5.0,-1%,-27%,-7%,-15%,2%
Cc1nnc(SCC(=O)Nc2cccc([N+](=O)[O-])c2)n1CC1CCCO1 (stereo unspecified),-7%,1,2.0,6%,-5%,7%,1%,-4%
Cc1cc(-c2ccccc2)nc2cc(C(=O)NCc3ccco3)nn12,-33%,-27,-2.3,-13%,15%,-2%,5%,-12%
CCOc1ccc(C(=O)CSc2nnc(C3CC3)n2C)cc1,1%,-1,-2.1,-11%,3%,-1%,1%,-5%

# Additional compounds
SMILES,WRN helicase inh,PI5P4Ka inh,IL-2 act,PLK1 PBD inh,EPAC1 agonist,Abeta yeast res,FUS yeast rescue,EPAC1 antag
Cc1c(Cl)ccc2sc(N3CCN(C(=O)C4=COCCO4)CC3)nc12,-4%,18,-5.1,-5%,18%,8%,18%,-11%
CC(C)CNC(=O)C1Nc2ccc(OC(F)(F)F)cc2C2C=CCC12 (stereo unspecified),-8%,?,-0.9,0%,-31%[inhibitor],4%,10%,?
Cc1cc(C)n2cc(CSc3nnc(N)s3)nc2n1,-5%,0,-0.5,-8%,4%,8%,-13%,-2%
CC1C(=O)C(C)C(c2ccc([N+](=O)[O-])cc2)NC1c1ccc([N+](=O)[O-])cc1 (stereo unspecified),-6%,-5,3.6,-8%,4%,-4%,1%,-13%
CCn1nc(C)cc1C(=O)N1CCCC(C(=O)c2ccc(OC)cc2C)C1 (stereo unspecified),-2%[57.1 µM],-3,-3.4,-1%,1%,-12%,9%,7%
COc1ccc(C(=O)CSc2ncnc3nc[nH]c23)cc1,0%,6,2.0,-5%,5%,-2%,12%,13%
Cc1cccc2c(=O)n3c(cc12)-c1[nH]c2ccccc2c1CC3,?,-6,?,-14%,-16%,0%,/,-6%
O=C(Nc1c2ccccc2nc2ccccc12)C(Cl)(Cl)Cl,-6%,-1,-0.7,-11%,1%,-48%[inhibitor],-8%,0%
N#CCCN(C(=O)COC(=O)c1ccc(Cl)nc1)c1ccc2c(c1)OCCO2,9%,5,1.5,-5%,-12%,-6%,-50%,-4%
C/C(=N\NC(=O)c1ccco1)c1cc(Cl)sc1Cl,8%,1,1.4,0%,10%,-2%,6%,16%
Cc1ccc2nc(SCC(=O)NC3CCCCC3)nc(=O)n2c1,-7%,2,3.4,4%,-3%,7%,-8%,-3%
Cc1ccc(OCCC(=O)OCC(=O)N2CC(=O)Nc3ccccc32)cc1,2%,1,1.7,-15%,3%,-9%,9%,-11%
COc1ccc(-c2cc(C(=O)N(C)CC(=O)Nc3ccccc3Br)c3ccccc3n2)cc1OC,-2%,-3,2.6,-8%,16%,6%,?,-12%
Cc1cnc(C(=O)Nc2ccc(F)cc2)cn1,10%,2,-0.7,-5%,19%,-17%,26%,-19%
Cc1ccc(NC(=O)Cn2ccsc2=N)c([N+](=O)[O-])c1,-3%,-8,0.9,-21%,1%,-26%,12%,7%
CC1(C)CC(=O)C2=C(C1)Nc1ccccc1NC2c1ccccc1F (stereo unspecified),3%,-5,0.0,4%,10%,-16%,-1%,6%
CN(C)C(=O)CS(=O)(=O)c1ccc(Cl)cc1,6%,3,-3.9,2%,-2%,4%,11%,7%
COCCn1cnc2c1c(=O)n(CC(=O)NCC(F)(F)F)c(=O)n2Cc1ccccc1,8%,-3,0.4,-10%,8%,-7%,12%,1%
CCOC(=O)C1CCN(C(=O)CN(c2ccc(OC)cc2)S(=O)(=O)c2c(C)noc2C)CC1,-4%,-2,-1.2,-5%,5%,-5%,1%,0%
O=c1oc(C2(O)CCCCC2)cc2ccc(/C=C/c3ccc(F)cc3)cc12,-9%,-3,-0.2,-1%,-3%,2%,-14%,-4%
CCn1c(=O)cc(SCC(=O)NCCCN2CCN(c3ccc(F)cc3)CC2)c2ccccc21,-3%,/,-1.8,-23%,7%,-22%,?,15%
COC(=O)c1scc(C)c1N/N=C(\C)c1ccc(F)cc1,-2%,6,-1.7,-2%,5%,-1%,17%,17%
O=C(NNC(=O)c1cc([N+](=O)[O-])ccc1Cl)c1cccs1,-32%[57.1 µM],1,-4.0,-21%,12%,-3%,20%,-10%
N#C/C(=C(/O)COc1ccc(Br)cc1)c1nnc2n1CCCCC2,-3%,6,-0.4,0%,9%,-7%,6%,0%
Cc1ccc2cccc(NC(=S)NC(=O)c3ccnn3C)c2n1,-8%,0,-0.2,1%,-1%,8%,29%,-3%

# The last 6 entries of the part above are carried over, then new ones follow:
SMILES,WRN helicase inh,PI5P4Ka inh,IL-2 act,PLK1 PBD inh,EPAC1 agonist,Abeta yeast res,FUS yeast rescue,EPAC1 antag
O=c1oc(C2(O)CCCCC2)cc2ccc(/C=C/c3ccc(F)cc3)cc12,-9%,-3,-0.2,-1%,-3%,2%,-14%,-4%
CCn1c(=O)cc(SCC(=O)NCCCN2CCN(c3ccc(F)cc3)CC2)c2ccccc21,-3%,/,-1.8,-23%,7%,-22%,?,15%
COC(=O)c1scc(C)c1N/N=C(\C)c1ccc(F)cc1,-2%,6,-1.7,-2%,5%,-1%,17%,17%
O=C(NNC(=O)c1cc([N+](=O)[O-])ccc1Cl)c1cccs1,-32%[57.1 µM],1,-4.0,-21%,12%,-3%,20%,-10%
N#C/C(=C(/O)COc1ccc(Br)cc1)c1nnc2n1CCCCC2,-3%,6,-0.4,0%,9%,-7%,6%,0%
Cc1ccc2cccc(NC(=S)NC(=O)c3ccnn3C)c2n1,-8%,0,-0.2,1%,-1%,8%,29%,-3%
Cc1ccc(-c2nn(C)c(=O)c3ccccc23)cc1S(=O)(=O)N1CCCC1,-9%,-1,-4.2,4%,-9%,0%,17%,-1%
O=C(O)CCCn1cc(NC(=O)COc2cccc(Cl)c2)cn1,-25%,4,1.6,-13%,-15%,-21%,/,-30%
O=C(NCc1ccco1)c1cc2cc(Br)ccc2o1,6%,-20,-4.1,11µM*,-5%,-19%,-1%,19%
CN(CC(=O)Nc1cccc(F)c1)C(=O)CCC1CCCCC1,-1%,-2,-0.4,-7%,-5%,14%,5%,6%
Cc1nc2cc(NC(=O)N3CCC(c4ccccc4)C3)ccc2n1C (stereo unspecified),1%,/,-0.4,-6%,8%,19%,-8%,4%
CCC(CC)NC(=O)Cc1ccc(S(=O)(=O)N2CCOCC2)s1,-26%,?,-1.9,-2%,3%,-4%,7%,3%

# 2 entries from above, with each value named.
COCCn1cnc2c1c(=O)n(CC(=O)NCC(F)(F)F)c(=O)n2Cc1ccccc1
  WRN helicase inh: 8%
  PI5P4Ka inh: -3
  IL-2 act: 0.4
  PLK1 PBD inh: -10%
  EPAC1 agonist: 8%
  Abeta yeast res: -7%
  FUS yeast rescue: 12%
  EPAC1 antag: 1%
CCOC(=O)C1CCN(C(=O)CN(c2ccc(OC)cc2)S(=O)(=O)c2c(C)noc2C)CC1
  WRN helicase inh: -4%
  PI5P4Ka inh: -2
  IL-2 act: -1.2
  PLK1 PBD inh: -5%
  EPAC1 agonist: 5%
  Abeta yeast res: -5%
  FUS yeast rescue: 1%
  EPAC1 antag: 0%
